P. falciparum M17LAP – P. falciparum M17LAP inhibitors, primary screen, biochemical, fluorogenic H-Leu-NHMec substrate, 1536-well (AID 1619) | recombinant M17LAP, H-Leu-NHMec fluorogenic kinetic assay; higher % means a stronger effect | inhibition, % at 30 µM; hits with a dose series show IC50 in µM | 0.38% of 220,000 active;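 active = compound inhibiting the enzyme by more than half at any dose during confirmatory dose-response retesting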;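 also: plate controls were full reaction with DMSO carrier for no effect and no enzyme background for full effect; strong numbers were not always called active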
Autophagy mod – modulators of autophagy | MEF GFP-LC3 puncta imaging; test concentration mostly 10 µM | calls only at 10 µM (by protocol) | 0.98% of 190,000 active | AID 463193;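 active = percentage of spot-positive cells more than 3 SD above its plate mean, without a fluorescence outlier flag or 80% toxicity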;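 also: spot-positive cell cutoff set from DMSO-treated cells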
Yfh1-depleted yeast – enhancers of respiration in Yfh1-depleted yeast, dose response, Friedreich's ataxia, plus single-dose screen (AID 1465). S. cerevisiae Yfh1-off respiration, WST-1 reduction, 72 h; higher fold induction means a stronger effect. fold induction at 50 µM, or EC50 in µM where a hit was titrated. 0.074% of 220,000 active;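 active = fold induction of absorbance versus untreated yeast above a set limit, then at least 30% activation at any dose in follow-up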;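 also: activators that raise dye reduction in frataxin-depleted yeast; strong numbers were not always called active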
NOD1 NF-kB reporter – NOD1 signaling inhibitors, primary screen, cell-based, luminescence, uHTS (AID 1578) | NOD1-driven NF-kB luciferase reporter cells, luminescence; higher % means a stronger effect | one-dose inhibition, % at 4 µM; EC50 in µM for titrated hits | 1% of 290,000 active; in the data active = inhibition mostly above about 36%, no sharp cut-off; inactive = mostly below about 34%;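 also: HEK-293T reporter cells stimulated with the NOD1 agonist gamma-tri-DAP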
NOD2 inhibition – NOD2 signaling inhibitors, cell-based, luminescence, uHTS, HEK293 (AID 1566). HEK293 NOD2/NF-kB luciferase reporter, luminescence; higher % means a stronger effect. inhibition, % at 4 µM; hits with a dose series show EC50 in µM. 0.63% of 290,000 active; in the data active = inhibition above about 50%; also: many of its hits are not listed in these tables
Dynein cargo inh – blocks dynein driven cargo transport along microtubules | 3617.4 mouse cells, GR-EGFP nuclear translocation imaging; test concentration mostly 20 µM; stimulated with dexamethasone, 1 µM; hits give low values | z-score, hits read low | 0.47% of 220,000 active;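 active = plate z-score of nuclear minus cytoplasmic receptor signal below a set negative limit, without overly bright fluorescence or cell loss, cut at about -3.5 in these data, passing the limit was not always enough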;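 also: z-score of nuclear minus cytoplasmic ring GR-EGFP intensity difference per well; some compounds called inactive have numbers as strong as hits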
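Buffer or medium – tet-free medium with charcoal-stripped serum · Signal – automated 10x imaging of fixed Hoechst-stained cells · Also added – dexamethasone agonist, 1.0 µM final, for 30 min · Incubation – induction 48 h, compound 1 h, agonist 30 min · Read-out – GR-EGFP nuclear translocation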
bCat nuc transl – alters nuclear translocation of beta-catenin in HeLa cells; immunofluorescence imaging; nuclear translocation activity, % at 5 µM; 0.3% of 190,000 active;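 active = nuclear translocation activity above 50% at 5 µM, with a well cell count of 50 or more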;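 also: per-cell ratio of nuclear to cytoplasmic median beta-catenin stain intensity; plate controls were DMSO negative control for no effect and GSK-3 inhibitor IX positive control for full effect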
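Test system: human HeLa cell line; Doses: 5 µM primary, 0.02–20 µM confirmation; Incubation: 24 h compound exposure, 37°C; Detection: beta-catenin immunofluorescence imaging with DAPI; Read-out: beta-catenin nuclear/cytoplasmic ratio, % activation.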
MT stabilize HCS – microtubule stabilization, imaging screen. HeLa tubulin immunostaining HCS, 24 h; share of cells brighter than vehicle mean+2SD. % tubulin-high responders, % at 10 µM. 0.83% of 200,000 active;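 active = plate Z-score above 3 for both tubulin-high and condensed-nucleus cell shares, with cell loss under 80%, at 10 µM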;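 also: anti alpha tubulin signal scored within the nucleus-defined area of each cell; some results filed as inactive read as strong as hits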
Ins promoter up – MIN6 insulin promoter up-regulation | MIN6 insulin promoter-GFP reporter, high-content imaging; hits give high values | z-score at 5 µM | 0.3% of 190,000 active;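 active = z-score above 3 at 5 µM with at least 500 cells counted in the well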
Dynein cargo inh cytoplasmic EGFP – also measured in Dynein cargo inh; calls as there; z-score; measured here: cytoplasmic GR-EGFP intensity; hits give high values
Dynein cargo inh nuclear GR-EGFP – recorded beside Dynein cargo inh, whose call it bears; z-score; measured here: nuclear GR-EGFP intensity;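 lower value marks the stronger effect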
Dynein cargo inh cell count – further read-out of Dynein cargo inh, marked with its call; z-score; measured here: cell count per field
Ins promoter up cell count – second read-out of Ins promoter up, no call of its own (marks repeat the call); cell count; measured here: cytotoxicity, nuclei count;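 total cells summed across four imaged fields per well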
bCat nuc transl cell count 5 µM – also measured in bCat nuc transl; calls as there; cell count; measured here: cell count, cytotoxicity flag
MT stabilize HCS Hoechst-high % – further read-out of MT stabilize HCS, marked with its call; % Hoechst-high responders; measured here: nuclear condensation Hoechst responders;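 share of cells brighter than vehicle mean plus two SD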
MT stabilize HCS cytotoxicity % – further read-out of MT stabilize HCS, marked with its call; toxicity, %; measured here: cytotoxicity by cell density;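 0% = mean cell density of plate MIN control wells and 100% = no cells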
Autophagy mod cell loss 18 h – also measured in Autophagy mod; calls as there; toxicity, %; measured here: cell loss, nuclei count;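 cell loss after 18 h compound exposure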
* marks the source's active call; other numbers are inactive results; i = inactive; x = no result given.

SMILES | P. falciparum M17LAP | Autophagy mod | Autophagy mod cell loss 18 h | Yfh1-depleted yeast | NOD1 NF-kB reporter | NOD2 inhibition | Dynein cargo inh | Dynein cargo inh cytoplasmic EGFP | Dynein cargo inh nuclear GR-EGFP | Dynein cargo inh cell count | bCat nuc transl | bCat nuc transl cell count 5 µM | MT stabilize HCS | MT stabilize HCS Hoechst-high % | MT stabilize HCS cytotoxicity % | Ins promoter up | Ins promoter up cell count
COc1ccc(NC(=O)c2sc(=S)[nH]c2N)cc1 | 89.5% | i | -1.9 | i | 0.2% | -12.7% | 0.0024 | -0.17 | -0.128 | -0.174 | x | x | 2.7 | 1.4 | 2.1 | x | x
Cc1ccc(NC(=O)c2ccc(S(=O)(=O)N3CCOCC3)cc2)nc1 | -5.5% | i | -4.6 | i | -3.9% | 5.8% | 0.487 | 0.266 | 0.489 | 0.142 | x | x | 0.9 | 1.7 | 7.2 | 0.23 | 972
COc1ccc(-c2cc3ccccc3n2CC(O)CN2CCC(C)CC2)cc1 (stereo not given) | -2.9% | i | -0.6 | i | -33.5% | -10.8% | -0.413 | -0.282 | 0.0441 | 0.693 | -2.5 | 1061 | 3.5 | 2.7 | 6.1 | -0.67 | 1255
C/C(=N\Nc1nc(N2CCOCC2)nc(N2CCOCC2)n1)c1cccs1 | 15.9% | i | 6.0 | i | -29.3% | -1.4% | -1.2 | -0.196 | -0.605 | 0.733 | 0.0 | 1113 | 2.7 | 1.7 | 2.8 | 0.05 | 1149
C=CCN1C(=O)OC2(CCCCC2)C1(C)O (stereo not given) | -8.1% | i | 0.4 | i | -15.1% | -0.9% | -0.455 | -0.324 | -0.357 | 0.495 | x | x | 2.2 | 3.2 | 5.6 | 0.66 | 1299
CC(C)[C@H](NC(=O)c1ccccc1Cl)C(=O)Nc1nc(-c2ccccn2)cs1 | -1.3% | i | 31.8 | i | 1.5% | 2.5% | -0.616 | -0.345 | -0.0298 | 0.861 | 0.6 | 1085 | 2.8 | 3.4 | 1.0 | -0.25 | 1169
CCN(CC)C(=O)c1ccccc1NS(C)(=O)=O | -8.1% | i | -14.5 | i | -24.5% | 12.1% | 2.65 | -0.113 | 1.71 | -2.15 | 0.1 | 1068 | 3.4 | 1.5 | 13.1 | 0.68 | 1492
COc1ccccc1NC(=O)CCS(=O)(=O)c1ccccc1 | 7.5% | i | -1.7 | i | -15.1% | -12.5% | 2.68 | 0.00463 | 1.71 | -1.52 | 2.2 | 1041 | 1.8 | 1.3 | 4.1 | -0.24 | 1459
CC(C)OC(=O)C(CC(=O)O)NCc1ccccc1 (stereo not given) | 2.1% | i | -23.2 | i | 13.6% | 20.2% | 0.00842 | -0.212 | 0.504 | 0.614 | 0.8 | 1333 | 4.5 | 2.9 | 5.8 | -0.36 | 1589
Cn1cc(CN2CCCC(CO)(Cc3ccccc3)C2)c2ccccc21 (stereo not given) | -3.4% | i | -5.7 | i | -30.6% | 4.4% | -0.692 | -0.239 | -0.51 | 0.699 | -0.7 | 1037 | 3.5 | 2.4 | 0.5 | 0.65 | 1530
Cc1ccc(-n2nc3ccc(NC(=O)C(C)C)cc3n2)cc1 | -26.4% | i | -13.3 | i | -52.0% | -169.6% | 1.33 | -0.0907 | 0.937 | -1.56 | 0.2 | 1518 | 2.2 | 2.0 | 11.6 | -0.35 | 1488
Cc1nn(C)cc1/C=C/C(=O)c1cccs1 | 16.4% | i | -9.0 | i | 111.6%* | -84.0% | -0.844 | -0.204 | -0.381 | -0.7 | 19.2 | 359 | 3.7 | 1.7 | 5.1 | x | x
COc1ccccc1-n1c(-c2cccnc2)n[nH]c1=S | 3.7% | i | -8.8 | i | -21.5% | 3.8% | -1.18 | -0.27 | -1.17 | 0.152 | -0.9 | 1037 | 1.9 | 1.8 | 3.8 | -0.94 | 1312
COc1ccccc1/C=C(/CC(=O)NCc1ccccc1)c1nc2ccccc2s1 | 12.6% | i | -1.2 | i | -5.2% | 5.8% | -1.01 | -0.0722 | -0.498 | -0.371 | 0.5 | 1007 | 2.3 | 1.7 | 14.7 | -0.44 | 1435
COc1ccc(-n2nnnc2SCC(=O)NCc2ccco2)cc1OC | 9.5% | i | -0.4 | i | -5.1% | 2.5% | -0.497 | -0.181 | -0.0757 | 0.355 | -7.6 | 971 | 1.7 | 1.9 | 13.2 | -1.11 | 1536
O=C(OCc1ccc(Br)cc1)c1cccc(-c2nnc(-c3ccccc3)o2)c1 | 2.6% | i | -5.1 | i | -34.1% | -58.5% | 0.122 | -0.27 | -0.112 | -0.00204 | -0.8 | 1116 | 4.7 | 8.1 | 7.0 | 0.52 | 1392
Cc1[nH]c2ccccc2c1/C=C/c1nc2ccccc2c(=O)[nH]1 | -7.4% | x | x | i | 1.3% | -141.3% | -1.39 | 0.29 | -0.312 | 1.13 | 1.3 | 1233 | x | x | x | -0.1 | 931
COc1ccc(NC(=O)CN(C)CC(=O)Nc2cccc(C(F)(F)F)c2)cc1 | -0.7% | i | 1.3 | i | -44.5% | -4.8% | -0.317 | -0.31 | 0.114 | 0.673 | -0.2 | 1090 | 5.9 | 1.7 | 8.3 | -0.16 | 1242
COc1c(C)cc(Br)cc1C(=O)Nc1cccc(-c2nc3ncccc3o2)c1 | 11.6% | i | 9.8 | i | 47.8% | 14.9% | -0.487 | -0.0631 | -0.106 | -0.838 | x | x | 10.2 | 2.2 | 7.2 | 0.02 | 853
Cc1ccc(C2=NC3(CCCC3)NC2=S)cc1 | 6.0% | i | 4.4 | i | -30.0% | 0.7% | -0.553 | -0.153 | 0.00668 | 0.25 | -3.6 | 1063 | 3.6 | 2.6 | 4.2 | 0.18 | 1544
COCCn1c(=NC(=O)c2ccc3c(c2)OCCO3)sc2cc(S(N)(=O)=O)ccc21 | 8.9% | i | -2.3 | i | -11.7% | 25.3% | -0.000203 | -0.222 | 0.133 | 0.257 | 0.9 | 1098 | 3.7 | 2.3 | 3.1 | 0.19 | 1256
CCc1nnc(NS(=O)(=O)c2ccc(N=Cc3c(C)[nH]n(-c4cccc(Cl)c4)c3=O)cc2)s1 | 11.3µM* | i | 2.5 | i | -19.2% | -1.7% | -0.654 | -0.199 | -0.523 | -0.0731 | -1.6 | 1124 | 1.8 | 3.3 | 11.6 | 0.12 | 1539
CCCCNC(=O)c1onc(CSc2ccccc2F)c1C(=O)O | 23.6% | i | 10.6 | i | -8.6% | 4.8% | -1.21 | -0.156 | -0.0792 | -0.0485 | 0.8 | 1363 | 2.2 | 1.1 | 2.7 | -0.13 | 1565
CC1(C)SC(=Nc2ccccc2)N(S(=O)(=O)c2ccccc2)C1=O | 5.6% | i | 9.6 | i | -19.9% | 6.2% | 0.837 | 0.197 | 0.138 | -0.654 | -0.7 | 583 | 2.2 | 3.5 | 4.2 | -0.37 | 1343
C[N+]1(CC(=O)OCCCc2ccccc2)CCCCC1 | -3.4% | i | 0.8 | i | -9.7% | -1.0% | 1 | -0.464 | 0.786 | 0.903 | -2.2 | 996 | 2.3 | 1.7 | 1.7 | -0.39 | 1669
CCNc1ccc(C(=O)OCC)cc1NC(=O)c1cc(S(=O)(=O)N2CCOCC2)ccc1C | -5.2% | i | -0.8 | i | -26.4% | -2.4% | -0.56 | -0.224 | -0.0123 | 0.425 | -1.8 | 1075 | 1.4 | 1.3 | 9.9 | 0.09 | 1338
Nc1nc(N2CCN(c3ccccc3)CC2)n[nH]1 | -1.9% | i | 14.4 | i | 21.6% | -25.0% | -0.347 | -0.328 | -0.0661 | 0.489 | 0.4 | 1421 | 4.8 | 1.9 | 6.8 | 1.65 | 1423
COc1cccc(NC(=S)NCCC(c2ccccc2)c2ccccc2)c1 | -9.8% | i | 9.0 | i | -22.5% | 16.3% | -0.316 | -0.223 | 0.35 | 0.0141 | -0.9 | 1397 | 2.6 | 2.0 | 13.2 | -1.09 | 1165
CCCCSC1=C(C#N)C(c2ccccc2C)CC(=O)N1 (stereo not given) | 1.2% | i | 21.3 | i | 3.1% | 1.7% | -0.295 | -0.247 | -0.154 | 0.0854 | x | x | 9.1 | 1.5 | 4.0 | 0.64 | 975
CCCOc1ccccc1NC(=O)CC1Nc2ccccc2NC1=O (stereo not given) | 10.1% | i | -4.1 | i | -31.9% | 16.0% | -1.16 | -0.13 | -0.634 | 0.617 | -1.3 | 1149 | 1.2 | 1.5 | 1.4 | x | x
CCN(CC)C1=CC(=O)OC12CCCCC2 | -1.7% | i | 22.3 | i | -9.8% | -15.3% | 1.44 | -0.428 | 0.949 | -0.955 | -3.2 | 808 | 2.7 | 1.3 | 10.9 | 2.01 | 1026
O=C(c1sc2cccc(F)c2c1Cl)N1CCN(c2ncccn2)CC1 | -4.8% | i | 2.2 | i | -5.2% | -4.6% | 2.22 | -0.00293 | 2.4 | -2.85 | -2.1 | 1134 | 3.0 | 2.4 | 5.2 | -0.03 | 1302

Looked up by structure from the entries so far:
SMILES | P. falciparum M17LAP | Autophagy mod | Autophagy mod cell loss 18 h | Yfh1-depleted yeast | NOD1 NF-kB reporter | NOD2 inhibition | Dynein cargo inh | Dynein cargo inh cytoplasmic EGFP | Dynein cargo inh nuclear GR-EGFP | Dynein cargo inh cell count | bCat nuc transl | bCat nuc transl cell count 5 µM | MT stabilize HCS | MT stabilize HCS Hoechst-high % | MT stabilize HCS cytotoxicity % | Ins promoter up | Ins promoter up cell count
CC1(C)SC(=Nc2ccccc2)N(S(=O)(=O)c2ccccc2)C1=O | 5.6% | i | 9.6 | i | -19.9% | 6.2% | 0.837 | 0.197 | 0.138 | -0.654 | -0.7 | 583 | 2.2 | 3.5 | 4.2 | -0.37 | 1343
COc1c(C)cc(Br)cc1C(=O)Nc1cccc(-c2nc3ncccc3o2)c1 | 11.6% | i | 9.8 | i | 47.8% | 14.9% | -0.487 | -0.0631 | -0.106 | -0.838 | x | x | 10.2 | 2.2 | 7.2 | 0.02 | 853

The list is partial, so the mix of outcomes need not match the whole.
